H1N1 NS1A inhibition: NS1A inhibition, H1N1 influenza, cell based functional assay (AID 504329); one-dose inhibition, % at 12.5 µM; IC50 in µM for titrated hits; NS1A functional cell-based assay, percent inhibition; higher % means a stronger effect; 340,000 compounds, 0.3% hits; in the data active means a potency from the dose series; inconclusive means inhibition above about 27% without an active follow-up result; further: strong numbers were not always called active
M. tuberculosis: growth inhibition of non-replicating M. tuberculosis (AID 488890) | Mycobacterium tuberculosis non-replicating, growth inhibition; higher % means a stronger effect | one-dose inhibition, % at 25 µM; IC50 in µM for titrated hits | 320,000 compounds, 0.39% hits; in the data active means a potency from the dose series; inconclusive means inhibition mostly from about 82% at the one dose, without a potency; inactive means the rest, 99 in 100 with inhibition below about 76%;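 further: plate controls were DMSO cells for no effect and high antibiotic wells for full effect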
PhoP GFP inhibition: PhoP regulon inhibitors, Salmonella typhi PhoP promoter GFP reporter, confirmatory (AID 1850); Salmonella Typhi PhoP-promoter GFP reporter, fluorescence, 4 h; higher % means a stronger effect; one-dose inhibition, % at 50 µM; IC50 in µM for titrated hits; 310,000 compounds, 0.33% hits; in the data active means a potency from the dose series; inconclusive means inhibition mostly from about 25% at the one dose, without a potency; inactive means the rest, 99 in 100 with inhibition below about 19%;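 further: 0% = induced wells with vehicle and 100% = uninduced wells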
VEEV TC-83 Vero: inhibitors of VEEV TC-83 cytopathic effect, confirmation, Vero cells (AID 588727); Vero cells, VEEV TC-83 cytopathic effect inhibition; higher % means a stronger effect; inhibition, % at 20 µM, or IC50 in µM where a hit was titrated; 350,000 compounds, 0.13% hits; in the data active means a potency from the dose series; inconclusive means inhibition mostly from about 14% at the one dose, without a potency; inactive means the rest, 99 in 100 with inhibition below about 12%; further: strong numbers were not always called active
H37Rv inhibition: M. tuberculosis growth inhibition, HTS (AID 449762). M. tuberculosis H37Rv growth inhibition, 7H9 media; higher % means a stronger effect. one-dose inhibition, % at 25 µM; IC50 in µM for titrated hits. 330,000 compounds, 0.59% hits; in the data active means a potency from the dose series; inconclusive means inhibition above about 70% without an active follow-up result;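 further: bacterial growth assessed after seven days of incubation; strong numbers were not always called active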
VEEV TC-83 Vero 10K pilot screen: second read-out of VEEV TC-83 Vero, no call of its own (marks repeat the call); inhibition, %; measured here: 10K pilot screen inhibition
Numbers without * were called inactive; i = inactive; ? = inconclusive; . = no result given; & = joins results of further samples.

SMILES | H1N1 NS1A inhibition | M. tuberculosis | PhoP GFP inhibition | VEEV TC-83 Vero | H37Rv inhibition | others
COc1ccc(NC(=S)NC(NC(=O)CCl)C(Cl)(Cl)Cl)c([N+](=O)[O-])c1 (stereo not drawn) | 5% | 67% | -3% | 14% | 3%
COc1ccc(CCn2c(-c3cccc([N+](=O)[O-])c3)nc3nc4ccccc4nc32)cc1OC | -5% | -19% | -6% | i | 6%
O=[N+]([O-])c1ccc(Cl)cc1CN1CCCCCC1 | -2% | 22% | 13% | i | -2%
O=C1C(NS(=O)(=O)c2cccs2)=C(N2CCN(Cc3ccccc3)CC2)C(=O)c2ccccc21 | 14% | 30% | 9% | 4.3% | -3%
COc1ccccc1NS(=O)(=O)c1ccc(C)c(NC(=O)c2ccc(S(=O)(=O)N3CCCCCC3)cc2)c1 | -6% | 12% | -3% | i | -3%
CCOC(=O)C(=Nc1ccccc1)NO | -8% | -7% | -14% | 0.5% | -6%
CCCC(c1nnnn1Cc1ccc(OC)cc1)N1CCC(C(N)=O)CC1 (stereo not drawn) | -16% | 13% | 9% | 0.6% | -3%
COC(=O)Nc1ccc(S(=O)(=O)Nc2ncccn2)cc1 | -2% | 10% | 2% | 0.6% | -1%
CC(C)OC(=O)CC12CN3CN(C1)CC(CC(=O)OC(C)C)(C3)C2=O | -27% | -24% | -2% | 0.8% | -5%
O=C(c1ccc(F)cc1)N1CCCCC(S(=O)(=O)c2ccccc2)C1=O (stereo not drawn) | -3% | -14% | -10% | 1.7% | 0%
Cc1ccc(S(=O)(=O)N2CCN(C(=O)C3CC3C)CC2)c(C)c1 (stereo not drawn) | -14% | -1% | 4% | 3.1% | -1%
CN1CCN2c3ccccc3Cc3ccccc3C2C1 (stereo not drawn) | 9% | 78% | -8%&2% | 3.0% | 43µM*

The list goes on; the last four above are carried over.
SMILES | H1N1 NS1A inhibition | M. tuberculosis | PhoP GFP inhibition | VEEV TC-83 Vero | H37Rv inhibition | others
CC(C)OC(=O)CC12CN3CN(C1)CC(CC(=O)OC(C)C)(C3)C2=O | -27% | -24% | -2% | 0.8% | -5%
O=C(c1ccc(F)cc1)N1CCCCC(S(=O)(=O)c2ccccc2)C1=O (stereo not drawn) | -3% | -14% | -10% | 1.7% | 0%
Cc1ccc(S(=O)(=O)N2CCN(C(=O)C3CC3C)CC2)c(C)c1 (stereo not drawn) | -14% | -1% | 4% | 3.1% | -1%
CN1CCN2c3ccccc3Cc3ccccc3C2C1 (stereo not drawn) | 9% | 78% | -8%&2% | 3.0% | 43µM*
Nc1ccn(CC(=O)NCc2ccc3c(c2)OCO3)c(=O)n1 | -19% | 3% | . | 0.5% | -8%
COCCn1c(=NC(=O)/C=C/c2ccccc2)sc2cc(NC(C)=O)ccc21 | -15% | 18% | 3% | 0.5% | 2%
Brc1ccc(-c2nnc3sc(CN4CCC5(CC4)OCCO5)cn23)cc1 | -10% | 7% | -1% | i | -5%
Cc1cccc(C(C(=O)NC2CCCCC2)N(Cc2cccnc2)C(=O)c2csnn2)c1 (stereo not drawn) | 5% | 7% | -1% | 2.3% | 4%
FC(F)(F)c1cc(-c2ccccc2)nc(NC2CCCC2)n1 | -1% | -6% | -10% | 2.9% | -3%
COc1ccc(N2CC(O)=C(c3n(C)c4ccccc4[n+]3C)C2=N)cc1 | -1% | -19% | 5% | i | -9%
COc1ccc(-c2cc(C(F)(F)F)nc(SCC(=O)NCCN3CCOCC3)n2)cc1OC | -12% | -6% | 6% | 3.2% | -4%
O=C(c1sc2ccccc2c1Cl)N(Cc1cccs1)C1CCS(=O)(=O)C1 (stereo not drawn) | 11% | 38% | -11% | 1.3% | -8%
CCCN1CCC(=O)N([C@H](CSc2ccccc2)CC(C)C)CC1 | -4% | 26% | 1% | i | -14%
COc1nn(CC(=O)N2N=C(C(F)F)CC2(O)C(F)F)cc1[N+](=O)[O-] (stereo not drawn) | 5% | 10% | -14% | i | -1% | VEEV TC-83 Vero 10K pilot screen=1.2
Cc1cc(NC(=O)CCS(=O)(=O)c2ccc3c(c2)NC(=O)C(C)S3)ccc1Br (stereo not drawn) | -2% | 26% | -2% | 9.9% | 6%
CCc1c(C)[nH]c2c1C(=O)C(CN1CCOCC1)CC2 (stereo not drawn) | 1% | -4% | -10% | 2.6% | -1%
O=C(COc1ncnc2ccccc12)N1CCOCC1 | -23% | -6% | 6% | 2.4% | 2%
COc1ccc(Cc2nc3ccc(C(=O)NCc4cc(C)no4)cc3o2)cc1OC | -3% | 15% | -4% | 5.3% | -1%
Cc1ccc(C(=O)Nc2nnc(S(=O)(=O)N3CCOCC3)s2)cc1 | -3% | -3% | 6% | 2.3% | 9% | VEEV TC-83 Vero 10K pilot screen=2.1
FC(F)(F)c1cccc(-c2cc3ccccc3nc2N2CCCC2)c1 | -8% | 8% | -10% | 0.5% | 10%
Cc1nc2nc(C)c(CCC(=O)NCc3ccc4c(c3)OCO4)c(C)n2n1 | 2% | -12% | 2% | 0.7% | -16%
O=C(NCCc1ccc(F)cc1)C(=O)Nc1cc2c3c(c1)CC(=O)N3CCC2 | -3% | 8% | 3% | 3.8% | 21%
CCC(Oc1ccccc1)C(=O)NCc1ccc(S(N)(=O)=O)cc1 (stereo not drawn) | -1% | 5% | -1% | i | 0%
O=C(CSc1nnc2ccc(-c3ccco3)nn12)Nc1ccccc1F | 1% | . | . | 0.6% | .
CCN1C(=O)[C@H]2[C@@H](c3ccc(-c4ccc(F)cc4)cc3)N3CCCC[C@@]3(C(=O)OC)[C@H]2C1=O | 8% | -2% | -5% | 3.4% | 1%
Cc1ccc(CNC(=O)c2ccc(N3CCC4(CC3)CC(c3ccccc3)=NO4)c(NC(=O)c3cccc(C)c3)c2)cc1 | 2% | -4% | 11% | 0.6% | -8%
Cc1ccc(S(=O)(=O)N2CC=C(C(=O)NC3CC3)CC2)cc1 | -7% | -7% | 5% | 0.5% | 2%
COc1ccc(NC(=O)CNC(=O)Cn2cnc3sc4c(c3c2=O)CCCC4)cc1OC | -1% | -5% | -2% | 3.2% | 10%
Cc1ccc(NC(=O)C2CCCN(S(=O)(=O)c3c(C)noc3C)C2)c(C)c1 (stereo not drawn) | 2% | 6% | 6% | 1.0% | 4%
Cc1ccc(N2CC(C(=O)OCC(=O)Nc3cc(C)on3)CC2=O)c(C)c1 (stereo not drawn) | -7% | -3% | -5% | 1.3% | 0%
CCc1ccc(NC(=O)CN2CCCN(S(=O)(=O)c3ccc(F)cc3)CC2)cc1 | -3% | 17% | 4% | 5.2% | 11%
Cc1ccc2[nH]cc(C(=O)NCc3cccs3)c(=O)c2c1 | -1% | 11% | 5% | 8.5% | 12%
O=C(COc1ccc(C(=S)N2CCCC2)cc1)Nc1ccc(F)cc1 | -3% | 13% | -12% | 3.0% | -13%
O=C(Nc1ccc(N2CCOCC2)nc1)c1cccs1 | 11% | 0% | 8% | 1.8% | 4%
COc1ccc2ccccc2c1/C=N\n1c(C)cc(C)c(C(N)=O)c1=O | 0% | 2% | 22% | i | -14%
Cc1cc(C)nc(NC(=O)C(C)C)n1 | -12% | -1% | -6% | 0.3% | -11%
Cc1ccc(CCNC(=O)c2cc(S(=O)(=O)N3CCCCC3)c[nH]2)cc1 | 7% | 27% | 24% | 3.2% | -5%
CCc1noc(C)c1C(=O)NNC(=O)COc1ccc(Br)cc1 | 1% | 10% | -11% | 3.1% | -6%
Cc1ccc(N2C(=O)SC(N(CC(=O)O)c3ccc(C)cc3)C2=O)cc1 (stereo not drawn) | -3% | 4% | 3% | 0.8% | 11%
Cc1snc(SCC(=O)N/N=C(\N)COc2cccc(C(F)(F)F)c2)c1C#N | -22% | 3% | 2% | i | 12%
Cn1c(Cc2ccc3c(c2)OCO3)nnc1SCC(=O)NC1CCCC1 | . | -8% | -29% | . | 3%
O=[N+]([O-])c1cc(/C=N/N2CCN(c3ccccc3)CC2)ccc1Cl | -11% | -13% | -5% | 1.2% | 2%
CCOC(=O)N/N=C(\CCC(=O)O)c1cccs1 | -15% | -4% | 3% | 1.1% | 0%
Cc1ccc(OC(=O)Cn2c(C(F)(F)F)nc3ccccc32)cc1 | -9% | 74% | 3% | 1.2% | 8%
CCOC(=O)C1CCN(c2c([N+](=O)[O-])c(C(Cl)Cl)nn2-c2ccccc2)CC1 | 9% | 12% | -1% | i | -6%
O=C1NNC(c2ccccc2)=N/C1=C\c1ccccc1Cl | -5% | . | . | 1.8% | .
CCOc1ccccc1NC(=S)N1CCC(NC(=O)C(C)(C)C)CC1 | -3% | 8% | -4% | 0.1% | -7%
CCCN(CCC)S(=O)(=O)c1ccc(C(=O)Nc2nnc(-c3cccc(OC)c3)o2)cc1 | -11% | i | -5% | ? | ?
CCOC(=O)N1CCN(CC(O)COc2ccc(-c3ccccc3)cc2)CC1 (stereo not drawn) | 8% | 60% | 7% | 3.8% | 15%
COc1cc(S(=O)(=O)N2CCN(C(=O)c3ccccc3)CC2)c(OC)cc1Br | 1% | 6% | -1% | 0.8% | 1%
COc1ccccc1CNC(=O)C12CC3CC(CC(C3)C1)C2 | -10% | 0% | -1% | 0.5% | 3%
Cc1ccc(C(=O)NCC(c2ccco2)N2CCCCC2)s1 (stereo not drawn) | 0% | 9% | . | i | -1%
Cc1ccsc1/C=N/NC(=O)c1ccc(-n2cccc2)cc1 | 4% | 11% | 8% | 0.1% | -3%
O=C1CC(c2ccc(Cl)cc2)CC(O)=C1C=NCCN1CCNCC1 (stereo not drawn) | . | . | 12% | . | -4%
c1ccc(CCNCc2ccco2)nc1 | -2% | . | . | 0.0% | .
CCOC(=O)C(NC(C)=O)C(=O)Nc1ccc(OC)cc1 (stereo not drawn) | 10% | 0% | -8% | i | -4%
CCOc1ccc(NS(=O)(=O)c2ccc(-c3cnc(C4CC4)o3)cc2)cc1 | -5% | 24% | 4% | i | 5%
OCc1c(Cl)nc2ccccn12 | -12% | -5% | 3% | 1.3% | 3%
COc1ccc(CC(=O)Oc2ccc(C#N)cc2)cc1 | -4% | 42% | -10% | 0.6% | 3%
O=C(COC(=O)c1cncc(Br)c1)Nc1ccc(F)c(F)c1F | -8% | . | . | 5.2% | .
COc1ccc(C2CC(c3ccccc3)=NN2C(=O)COC(=O)c2ccc(S(C)(=O)=O)cc2)cc1 (stereo not drawn) | -14% | 10% | -4% | 7.8% | 2%
COC(=O)c1c(C)nc2ccccc2c1-c1ccccc1 | -7% | 26% | 0% | 0.8% | 4%
CC(=O)c1cccc(NC(=O)CSc2nc(C3CC3)nc3ccccc23)c1 | 2% | 23% | -5% | 6.0% | -4%
CC1Cc2cc(S(=O)(=O)N3CCCCC3C)ccc2N1C(=O)C1CCC1 (stereo not drawn) | 0% | 16% | -3% | 1.2% | 7%

The closing 3 records of the part above open the next one.
SMILES | H1N1 NS1A inhibition | M. tuberculosis | PhoP GFP inhibition | VEEV TC-83 Vero | H37Rv inhibition | others
COC(=O)c1c(C)nc2ccccc2c1-c1ccccc1 | -7% | 26% | 0% | 0.8% | 4%
CC(=O)c1cccc(NC(=O)CSc2nc(C3CC3)nc3ccccc23)c1 | 2% | 23% | -5% | 6.0% | -4%
CC1Cc2cc(S(=O)(=O)N3CCCCC3C)ccc2N1C(=O)C1CCC1 (stereo not drawn) | 0% | 16% | -3% | 1.2% | 7%
S=C(Nc1ccccc1)N1CCN(c2ccccn2)CC1 | -15% | 5% | 1% | 0.8% | 6%
Cc1ccc(-c2c(C)sc3nc[nH]c(=O)c23)cc1C | -6% | 49% | -9% | 1.4% | 5%
COc1ccc(-c2csc(-c3ccccc3)n2)c(OC)c1 | -10% | 4% | 3% | 3.9% | ?
Cc1nnsc1C(=O)N/N=C/c1ccc(OC(F)(F)F)cc1 | 3% | 20% | 1% | 1.2% | 8%
CCCP(=O)(CC(=O)N(CC)CC)c1ccccc1 (stereo not drawn) | -7% | -4% | 2% | 1.8% | -6%
O=S(=O)(Cc1ccccc1Cl)N1CCCCC1 | 0% | -10% | -6% | 1.8% | -6%
CCC(C)NC(=O)CNC(=S)N(Cc1ccccc1)Cc1cccnc1 (stereo not drawn) | -8% | -18% | -10% | 0.8% | -7%
CC(C)c1nc(CNC(=O)C2CCC(=O)N(CCc3cccc(F)c3)C2)cs1 (stereo not drawn) | -8% | -1% | -10% | 0.8% | -9%
OCCN(Cc1ccccc1)C(=S)Nc1ccc(Cl)cc1Cl | -8% | 47% | -3% | i | 3%
O=C(CSc1nc(-c2ccccc2)c(-c2ccccc2)o1)NC1CCS(=O)(=O)C1 (stereo not drawn) | 9% | -11% | -2% | 1.5% | -3%

Source: PubChem
